High-throughput results from PubChem BioAssay.
IMPase cell inh = membrane-permeable compound that blocks inositol monophosphatase | P97697 | CHO-M1 cells, IP1 accumulation, HTRF TR-FRET ratio | inhibition (IP1 accumulation), % at 46.1 µM | 120,000 tested, under 10 active; active means well fitted curve in the direction sought with a large enough effect in the signal ratio, not every such curve was filed as active; inconclusive means small, poorly fitted or top-dose-only effect, or a change in a side signal; inactive means no such curve, though single readings can be large or run the other way; the % refers to the signal ratio;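 further: cells stimulated with carbachol in lithium chloride buffer; plate controls were DMSO basal wells for no effect and reference inhibitor wells for full effect; higher means more IMPase inhibition seen as more IP1 and lower FRET ratio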
Target sequence (P97697 whole entry, looked up): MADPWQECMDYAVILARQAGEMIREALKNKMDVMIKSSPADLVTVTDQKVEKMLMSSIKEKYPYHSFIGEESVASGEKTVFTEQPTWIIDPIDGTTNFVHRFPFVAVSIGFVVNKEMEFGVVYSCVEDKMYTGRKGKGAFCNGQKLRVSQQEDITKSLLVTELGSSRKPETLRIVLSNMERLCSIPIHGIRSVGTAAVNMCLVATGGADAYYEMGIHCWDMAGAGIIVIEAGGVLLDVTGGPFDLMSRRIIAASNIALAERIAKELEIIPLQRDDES
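Cellular IMPase inhibition is scored as a rise in cytosolic IP1, detected by competitive TR-FRET between d2-labelled IP1 and a europium anti-IP1 antibody. M1-expressing CHO cells were stimulated with carbachol for 30 min at 37C, with lithium (50 mM LiCl) present in the buffer.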
ALOX15B inhib = blocks human 15-lipoxygenase 2 activity; 110,000 tested, 0.56% active; Potency, µM (highest dose often 57.1 µM), for inactives: at the top dose activity change, negative = inhibition, most hits filed as inhibitors; O15296; purified 15hLO-2, xylenol orange hydroperoxide absorbance; further: potency means the concentration at half of the fitted maximal effect; nearly all actives have a fitted effect of over 60% in size; many of its hits are not listed in these tables
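Screening format was qHTS against 50 nM purified 15hLO-2 in Hepes pH 7.5 with detergent. Activity follows hydroperoxide formation from 45 uM arachidonic acid, measured as 573:405 nm absorbance ratio of the ferric-xylenol orange complex.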
PNC assembly inh = blocks assembly of the perinucleolar compartment; PC3M PTB-GFP, PNC prevalence imaging, 16 h; stronger effect = lower value; activity change (PNC), negative = inhibition, % at 10 µM; 140,000 tested, 3.1% active;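 active means readout at or below -70, meaning at least 70% loss of cells showing the perinucleolar compartment, a nuclear body marking cancer cells; inconclusive means readout between -30 and a set limit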;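 further: plate controls were DMSO wells for no effect and camptothecin positive control wells for full effect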
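Compounds are pinned in duplicate onto adhered PC3M cells stably expressing GFP-tagged PTB and incubated 16 h at 37 C. Cells are then fixed, nuclei stained with Hoechst, and PNC-positive cells counted.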
12-hLO inh = blocks human 12-lipoxygenase activity. P18054. purified 12-hLO, xylenol orange hydroperoxide absorbance. Potency, µM (highest dose often 57.1 µM), for the others: top-dose activity change, negative = inhibition, actives largely listed as inhibitors. 150,000 tested, 0.12% active. AID 1452; further: potency means the concentration at half of the fitted maximal effect; nearly all actives have a fitted effect of over 55% in size; many of its hits are not listed in these tables
Target sequence (P18054 whole entry, looked up): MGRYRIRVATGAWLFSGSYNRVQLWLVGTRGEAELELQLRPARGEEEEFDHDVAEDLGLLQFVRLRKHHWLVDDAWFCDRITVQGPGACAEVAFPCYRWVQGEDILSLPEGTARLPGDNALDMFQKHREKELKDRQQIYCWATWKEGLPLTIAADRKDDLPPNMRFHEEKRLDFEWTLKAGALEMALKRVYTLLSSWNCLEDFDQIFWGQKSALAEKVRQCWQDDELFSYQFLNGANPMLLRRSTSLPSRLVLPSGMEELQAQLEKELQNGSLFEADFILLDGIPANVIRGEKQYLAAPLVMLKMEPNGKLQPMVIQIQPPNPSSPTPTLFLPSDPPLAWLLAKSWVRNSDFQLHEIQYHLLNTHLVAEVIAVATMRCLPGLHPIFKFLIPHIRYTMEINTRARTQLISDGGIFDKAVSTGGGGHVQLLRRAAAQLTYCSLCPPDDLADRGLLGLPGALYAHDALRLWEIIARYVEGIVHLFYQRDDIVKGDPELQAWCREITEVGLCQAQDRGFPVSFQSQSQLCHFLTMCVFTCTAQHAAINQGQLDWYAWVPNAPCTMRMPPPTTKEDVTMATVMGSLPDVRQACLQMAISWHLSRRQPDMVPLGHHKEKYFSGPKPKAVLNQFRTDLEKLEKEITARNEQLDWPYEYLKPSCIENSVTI
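150 nM 12hLO, 25 mM Hepes pH 7.0 + 0.01% Triton X-100; cpd preinc 15 min RT; 40 uM arachidonic acid, 30 min RT; Fe-XO 30 min; A573/A405 ratio as read-out.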
The depositor's hits bear a star; ? = inconclusive; . = no result given; [ ] = remark or other dose. Unless noted, the call rests on the fitted dose curve; in most records, active means well fitted curve in the direction sought with a large enough effect; inconclusive means small, poorly fitted or top-dose-only effect, or another doubt; inactive means no such curve, though single readings can be large; an effect the other way counts as inactive or inconclusive. Unless noted, on the % scale 0 is the no-effect control and ±100 the full control effect.

Results follow in this order: IMPase cell inh | ALOX15B inhib | PNC assembly inh | 12-hLO inh
O=S(=O)(c1cnc(Cl)c(Br)c1)N1CCCCCC1
    . | . | -5 | -4%
CCN1CC(C)C(O)(c2ccccc2)CC1C (stereo not given)
    3 | -3% | -11 | -8%
c1ccc2c(c1)OC(CCCN1CCCCC1)c1ccccc1S2 (stereo not given)
    8 | . | -100* | 7%
CSCCC(NC(=O)C1CC1)c1nc2ccccc2[nH]1 (stereo not given)
    4 | 4% | 30 | -3%
CCNC(=O)c1ccc2c(c1)C1C3CCC(C3)C1C(c1ccccc1)N2 (stereo not given)
    4 | . | 5 | -7%
COC(=O)CSc1nnc(-c2cccc(NC(=O)c3ccc(C)cc3)c2)n1C
    1 | 3% | 19 | ?
CC(=O)CC1(C)OC(N)=C(C#N)C1(C#N)C#N (stereo not given)
    -4 | 1% | 23 | 2%
Cc1cc(C)nc(-n2cc(C(=O)c3cc(F)ccc3O)cn2)n1
    . | . | 73 | 4%
N[C@@H]1[C@@H]2[C@@H]3C[C@H]4N(CC[C@@]14C(=O)C(=O)O)CC3=CCO[C@@H]2CC(=O)O
    . | -1%[11.4 µM] | . | 1%[11.4 µM]
CCN1CCC[C@H]1CNC(=O)c1cc(S(N)(=O)=O)ccc1OC
    3 | 20% | . | 4%

(continued)
Results follow in this order: IMPase cell inh | ALOX15B inhib | PNC assembly inh | 12-hLO inh
CC1(C)CC(=NOC(=O)c2ccccc2)CC(C)(C)N1
    -3 | 0% | -13 | -4%
COC(=O)CN1C(=O)C(O)(CC(=O)c2ccc(C)cc2)c2ccccc21 (stereo not given)
    -3 | 0%[2.29 µM] | 31 | 2%
CCOc1ccc(-n2c(N)c(C(=O)NCc3ccco3)c3nc4ccccc4nc32)cc1
    -10 | -3% | 3 | -14%
Cc1nn(Cc2ccccc2Cl)c2sc(C(=O)OC3CCCC3=O)cc12 (stereo not given)
    -14 | 3% | 0 | -16%
CN(C)CCCOc1ccc2c(c1)Sc1ccccc1CC2=O
    . | . | -13 | 15%
CCOC(=O)C1CCc2sc(N)c(C#N)c21 (stereo not given)
    3 | -18% | -135* | -14%
CN(C)CC(=O)Nc1nc(-c2ccccc2)cs1
    -2 | 7% | 45 | 0%
O=C(NCc1ccc(Cl)cc1Cl)c1ccc2nc[nH]c2c1
    . | . | -28 | -1%
Cc1c(C(=O)NC2CCCc3ccccc32)oc2ccc(S(=O)(=O)N3CCOCC3)cc12 (stereo not given)
    -1 | 1% | 1 | -4%
CCSc1nnc(NC(=O)c2cc3c(s2)CCCC3)s1
    -14 | -9% | ? | -3%

Remaining list, next part
Results follow in this order: IMPase cell inh | ALOX15B inhib | PNC assembly inh | 12-hLO inh
O=C(Nc1cc(Oc2ccccc2)cc([N+](=O)[O-])c1)C12CC3CC(C1)CC(n1cnc(Cl)n1)(C3)C2
    7 | -5% | 66 | -6%
Fc1ccc(COc2ccc(Cl)cc2/C=N/Nc2nc(N3CCCC3)nc(N3CCCC3)n2)cc1
    -5 | 2% | -3 | 1%
COC(=O)[C@H](Cc1ccccc1)NC(=O)NCc1ccccc1OC
    0 | -9% | 34 | 8%
CCNc1ccc(C(=O)OCC(=O)c2cc(C)n(Cc3ccc4c(c3)OCO4)c2C)cc1[N+](=O)[O-]
    . | . | 46 | -1%
O=C(Cn1nc(Cc2cccnc2)c2ccccc2c1=O)NCC1COc2ccccc2O1 (stereo not given)
    4 | -2% | -4 | -6%
Cc1ccc(C(C(=O)NC2CCCCC2)N(Cc2ccco2)C(=O)C2COc3ccccc3O2)o1 (stereo not given)
    9 | 2% | 12 | 1%
CC(C)(C)Cc1nnc(NC(=O)c2ccc([N+](=O)[O-])cc2)s1
    . | . | -16 | 0%
COc1ccccc1N1CCN(C(CNS(=O)(=O)c2ccccc2)c2cccnc2)CC1 (stereo not given)
    -5 | 9% | 31 | 1%
O=C(CCCCCN1C(=O)c2ccccc2C1=O)Nc1nccs1
    -5 | -5% | ? | -1%
CC1(O)c2ccccc2C(=O)N1CCc1ccccc1F (stereo not given)
    11 | 5% | 4 | 1%

Following part
Results follow in this order: IMPase cell inh | ALOX15B inhib | PNC assembly inh | 12-hLO inh
CC(C)(C)OC(=O)NCCc1nnc(SCC(=O)Nc2cccc(Cl)c2)o1
    -3 | 0% | 44 | -3%
CCOC(=O)/C(=C/Nc1ccccc1)[N+](=O)[O-]
    3 | -17% | 34 | -8%
COc1cc(/C=N/n2c(C)n[nH]c2=S)ccc1OCc1ccc(F)cc1
    . | . | -30 | 0%
CCN(CCCNC(=O)CCCN1C(=O)COc2ccc(C)cc21)c1cccc(C)c1
    4 | -4% | 15 | 4%
CN(C)S(=O)(=O)c1ccc(N2CCCC2)c(C(=O)Nc2ccccc2N2CCOCC2)c1
    5 | 7% | 31 | 1%
Cn1c(C(=O)N2CCCC(C(=O)NCc3cccs3)C2)cc2sccc21 (stereo not given)
    -8 | -12% | -29 | 8%
COc1ccccc1C1CC(c2ccccc2)Nc2ncnn21 (stereo not given)
    6 | 40%[activator] | -10 | 6%
O=C(NCc1ccco1)C1CCCN1C(=O)NCc1ccccc1 (stereo not given)
    -2 | 1% | -29 | 0%
COc1ccc(C(C)=O)cc1CSc1nnc(-c2ccccc2O)n1-c1ccccc1
    6 | -8% | -25 | 0%
Cc1cc2c(C)nc3ccccc3c2o1
    1 | . | -22 | 2%

Profiles from above:
COc1ccccc1C1CC(c2ccccc2)Nc2ncnn21 (stereo not given) as listed: IMPase cell inh = 6; ALOX15B inhib = 40%[activator]; PNC assembly inh = -10; 12-hLO inh = 6%
Cn1c(C(=O)N2CCCC(C(=O)NCc3cccs3)C2)cc2sccc21 (stereo not given) as listed: IMPase cell inh = -8; ALOX15B inhib = -12%; PNC assembly inh = -29; 12-hLO inh = 8%

(continued)
Results follow in this order: IMPase cell inh | ALOX15B inhib | PNC assembly inh | 12-hLO inh
CCn1cc(C(=O)O)c(=O)c2cc3c(cc21)OCO3
    1[20.6 µM] | 8% | ? | -5%
Cc1cccc(C)c1OCc1nnc(SCC(=O)Nc2nccs2)o1
    4 | 10% | 12 | 1%
CCn1c(SCC(=O)Nc2ccc(N(C)C)cc2)nnc1-c1cccc(C)c1
    3 | -6% | 30 | -3%
C=CCOc1cccc(C2C(C(=O)c3ccc(C)o3)=C(O)C(=O)N2Cc2ccncc2)c1 (stereo not given)
    ? | -8% | 20 | -20%
Cc1cc(C)c(NC(=S)N2CCCC2C(=O)O)c(C)c1 (stereo not given)
    -2 | . | 1 | 2%
COC(=O)[C@@H]1C[C@@]2(O)[C@H](O)[C@H](O)[C@H](O)C[C@H]2N1Cc1cc(F)ccc1F
    . | 2% | . | -2%
CNC(=S)NNC(=O)c1sccc1OCc1cccc(C(F)(F)F)c1
    0 | -10% | 44 | -4%
CCn1cc(C(=O)O)c(=O)c2cnc(N3CCCC3)nc21
    -2[20.6 µM] | 9% | . | -1%
COc1cc(/C=C2/CCc3ccccc3C2=O)cc(OC)c1OC
    2 | . | 5 | -1%
COc1cc2c(cc1NC(=O)C(C)Sc1nc3ccccc3n1C)oc1ccccc12 (stereo not given)
    . | . | -28 | -1%

More records follow.
mol | IMPase cell inh | ALOX15B inhib | PNC assembly inh | 12-hLO inh
COc1ccccc1CN1CCCC2(CCNCC2)C1 | . | 3% | . | -3%
Cc1ccccc1-n1nnc2c(=O)oc3ccccc3c21 | 7 | 0% | -9 | 2%
O=C(O)CSc1cc(C(F)(F)F)nc(-c2ccccn2)n1 | 0 | 8% | 50 | -1%
CNC(=O)c1ccc(Oc2ccc(C(=O)NC)cc2)cc1 | 3 | -14% | -2 | -5%
O=C(c1cc(-c2ccco2)nn1-c1cccc(Cl)c1)N1CCCCC1 | 2[1.84 µM] | ? | ? | -21%
CC(C)NCC(O)c1ccc2ccccc2c1 (stereo not given) | . | -4% | . | -4%
CCCNC(=O)/C=C/c1ccc(C(C)C)cc1 | . | . | 27 | 2%
CC(C)CC(=O)N/C(N)=N/c1nc2ccccc2s1 | 6 | 29% | 1 | -5%

3 entries from above, sorted by the value under 12-hLO inh, rising.
mol | 12-hLO inh
O=C(Cn1nc(Cc2cccnc2)c2ccccc2c1=O)NCC1COc2ccccc2O1 (stereo not given) | -6%
CCn1cc(C(=O)O)c(=O)c2cnc(N3CCCC3)nc21 | -1%
Cc1cc(C)nc(-n2cc(C(=O)c3cc(F)ccc3O)cn2)n1 | 4%

Continued.
mol | IMPase cell inh | ALOX15B inhib | PNC assembly inh | 12-hLO inh
Cc1ccc(S(=O)(=O)N(CC(=O)NCc2ccco2)Cc2ccc(F)cc2)cc1 | 5 | -24% | 17 | -7%
CCCOC(=O)c1cc2ccccc2oc1=O | 11 | -4% | -19 | -10%
c1ccc(-c2n[nH]c(-c3ccccn3)n2)nc1 | -11 | 37% | 39 | -3%
O=C(Nc1cccnc1)C1(c2ccc(Cl)cc2)CCCC1 | 12 | 5% | -6 | 1%
CCCOc1ccc2c(=O)c(-c3cc(C(=O)OC)oc3C)c(C)oc2c1 | ? | 3% | -19 | 1%
COc1ccc(C(=O)/C(C#N)=N/Nc2ccccc2[N+](=O)[O-])cc1 | . | . | -18 | 0%
O=C(c1n[nH]c(=O)c2ccccc12)N1CCOCC1 | 4 | -5% | -2 | -1%
N#Cc1cc2c(nc1SCC(N)=O)CCCCC2 | -8 | 12% | 23 | 6%

Next compounds follow.
mol | IMPase cell inh | ALOX15B inhib | PNC assembly inh | 12-hLO inh
Cc1c2cc[n+](CCN3CCCCC3)cc2c(C)c2c1[nH]c1ccc(O)cc12 | . | 13%[11.4 µM] | . | 8%[11.4 µM]
Cc1ccc(CNC(=O)CCS(=O)(=O)c2ccc(Br)s2)cc1 | 5 | -8% | -25 | 2%
COc1ccc(NC(=O)Cc2c(O)c3ccccc3[nH]c2=O)cc1 | -13 | -18% | 26 | -3%
O=C(COc1cccc2cccnc12)N/N=C1\SCC(=O)N1Cc1ccccc1 | -4 | 1% | ? | -4%
COc1ccc(OC)c(NC(=S)NCCCN2CCOCC2)c1 | . | . | 21 | -1%
O=C(N/C(=C/c1cccnc1)C(=O)N1CCOCC1)c1ccco1 | . | . | 10 | 0%
CS(=O)(=O)c1ccc(C(=O)NC2CCOC2=O)cc1 (stereo not given) | 1 | 3% | ? | 3%
Cc1ccc(-n2ncc3c(SCc4cccc(C)c4)ncnc32)cc1 | 5 | . | ? | 1%

Continued.
mol | IMPase cell inh | ALOX15B inhib | PNC assembly inh | 12-hLO inh
CCN(CC)C(=O)c1ccc(-c2ccccc2)cc1 | . | . | 3 | -2%
Cc1ccc(-n2c(Cc3cccn3C)nnc2SCC(=O)Nc2cc(C)on2)cc1 | ? | -12% | ? | -8%
COc1ccc(C(C)=O)cc1COC(=O)c1c(C)noc1C | 10 | -1% | -8 | 5%
O=C(NCC1CCCCC1)C12CN(Cc3ccccc3)CC1C(c1cccc([N+](=O)[O-])c1)=NO2 (stereo not given) | 1 | 13% | -20 | -2%
C/C(N)=C(/C#N)C(=O)CSc1nnc(Nc2cccc(C)c2)s1 | -8 | . | -6 | 1%
CC1(C)CC(=O)c2cc(OCC(=O)N3CCCCCC3)ccc2O1 | -4 | -4% | ? | -1%
CC(=N\Nc1ccccc1)/C(=N/O)C(=O)Nc1ccccc1 | -2 | -22% | -9 | -17%
c1ccc2c(-c3ccncc3)c[nH]c2c1 | ? | 1% | 25 | -8%

Next entries follow:
mol | IMPase cell inh | ALOX15B inhib | PNC assembly inh | 12-hLO inh
COc1cccc(-n2c(SCc3c(C)noc3C)nnc2-c2cccc(S(=O)(=O)N(C)C)c2)c1 | 5 | 3% | 5 | -1%
COc1cccc(CNc2nc(SC)ncc2CO)c1 | . | . | ? | 3%
COc1ccc(-n2c(Cc3cccn3C)nnc2SCC(=O)Nc2cccc(Cl)c2)cc1 | 1 | -11% | 33 | -9%
Cc1[nH]n(-c2ccccc2)c(=O)c1/C=N/N(C)c1ccccc1 | . | . | -6 | -19%
C#CCOc1ccc(Cl)cc1/C=N/O | 0 | 6% | ? | -9%
O=C(NCCN1C(=O)C2C3C=CC(C3)C2C1=O)Nc1cccnc1 (stereo not given) | 3 | 9% | -28 | 0%

These rows are one share of the data; the hit share may differ from the screen's.
